High-throughput results: PubChem BioAssay, NCI
Growth percent in the NCI-60 one-dose screen (48 h, 10 µM unless noted): 100 = growth as untreated, 0 = no growth, -100 = all killed.
SN12C = SN12C renal cancer cells. hit rate 3.8% among 81,000
SF-268 = SF-268 CNS cancer cells; hit rate 3.1% among 82,000; AID 1794759
U251 = U251 CNS tumor cells. AID 1794753. hit rate 5.4% among 80,000
CAKI-1 = CAKI-1 renal cancer | hit rate 4.7% among 75,000
UO-31 = UO-31 renal cancer; hit rate 5.2% among 81,000; AID 1794768
786-0 = 786-0 renal cancer cells; hit rate 5.1% among 81,000; AID 1794775
TK-10 = TK-10 renal cancer cells; hit rate 3.9% among 81,000
SF-295 = SF-295 CNS cancer cells; hit rate 5.6% among 79,000
The depositor's hits bear a star; x = not tested or not shown; & = joins results of further samples; [ ] = remark or other dose. How the source made its calls: active means growth percent below 10; inactive means the rest. An unsorted share of the library (roughly 9.2% active in at least one column).

Molecule	SN12C	SF-268	U251	CAKI-1	UO-31	786-0	TK-10	SF-295
Clc1ccc(-c2nc(CSc3nc4ccccc4s3)no2)cc1	100	95	104	93	67	108	106	98
O=C(COc1ccccc1C(F)(F)F)Nc1cc(O)c2c(=O)cc(-c3ccccc3)oc2c1	94	94	105	85	88	102	104	99
COc1cc(C2CC(c3ccc(N(C)C)cc3)=NN2C(C)=O)cc(OC)c1OC (stereo not given)	38	35	29	27	46	24	63	12
CC(CO)CC(=O)c1c2c(c3oc(=O)cc(-c4ccccc4)c3c1O)C=CC(C)(C)O2 (stereo not given)	100	92	84	98	90	103	105	88
CCOC(=O)c1c(Cl)c(Cl)c(C(=O)OCC)c(Cl)c1Cl	95	106	90	100	91	99	101	103
COc1cc(C2SCC(=O)N2NC(=O)CCC(=O)c2nc3ncccc3[nH]2)cc(OC)c1OC (stereo not given)	90	91	100	75	68	88	111	101
N#Cc1cccc(/C(N)=N/C(N)=N/c2nc3ccccc3s2)c1	35	57	28	34	44	46	81	1.9*
Cc1ccc2[nH]c(=O)c3c(c2c1)OC(N)=C(C#N)C31c2cc(Br)ccc2-c2ccc(Br)cc21	83	78	73	49	58	46	84	70
NC(=O)Nc1ccc2ccccc2c1	102	102	98	92	75	98	97	97
COc1ccc2[nH]cc(-c3csc(-c4ccc5ccccc5c4)n3)c2c1	102	90	96	97	71	84	94	103
CC(C)(C)NCC(O)COc1cccc2c1CCC(=O)N2 (stereo not given)	102	106	104	98	77	98	106	102
N#CCc1nnc(NC(=O)c2ccc(-n3c(=O)[nH]c4ccccc4c3=O)cc2)s1	95	115	106	86	67	106	104	94
Cc1ccc(S(=O)(=O)NC(CCC(N)=O)C(=O)O)cc1 (stereo not given)	111	108	97	104	88	102	94	90
COc1ccc(C2=Nn3c(N=Nc4c(O)n(Cc5ccccc5)c5ccc(Cl)cc45)nnc3SC2)cc1	75	74	68	76	77	91	95	70
Cc1nc(Nc2ncc(C(=O)Nc3c(C)cccc3Cl)s2)cc(N2CCN(CCCNC(=O)COc3ccc(C4CCC(=O)NC4=O)cc3)CC2)n1 (stereo not given)	25	44	63	-31*	38	14	-7.4*	48

Quoted at random: 3 entries already listed
Molecule	SN12C	SF-268	U251	CAKI-1	UO-31	786-0	TK-10	SF-295
CC(C)(C)NCC(O)COc1cccc2c1CCC(=O)N2 (stereo not given)	102	106	104	98	77	98	106	102
O=C(COc1ccccc1C(F)(F)F)Nc1cc(O)c2c(=O)cc(-c3ccccc3)oc2c1	94	94	105	85	88	102	104	99
CC(CO)CC(=O)c1c2c(c3oc(=O)cc(-c4ccccc4)c3c1O)C=CC(C)(C)O2 (stereo not given)	100	92	84	98	90	103	105	88

Other structures follow:
Molecule	SN12C	SF-268	U251	CAKI-1	UO-31	786-0	TK-10	SF-295
CCN(CC)C(C(=O)c1ccc(Cl)cc1)c1ccc(Cl)cc1 (stereo not given)	98	99	60	93	87	99	114	101
O=C1c2ccc3c4c(ccc(c24)C(=O)N1CCNCc1ccccc1Cl)C(=O)N(CCNCc1ccccc1Cl)C3=O	99	101	104	100	72	88	101	101
COc1ccc(-n2nc(C(=O)NCCCC(=O)NO)nc2-c2ccccc2)cc1	98	88	90	88	89	101	92	101
Nc1nc(SCc2ccc(Br)cc2)c2ncn(C3OC(CO)C(O)C3O)c2n1 (stereo not given)	91	99	90	x	x	94	84	x
COC(=O)c1cc(N)nn1C	96	99	103	79	85	91	129	93
O=C(NCc1ccccc1Br)C1CSC2c3ccccc3C(=O)N12 (stereo not given)	107	102	100	99	95	89	94	96
C#Cc1cc(C(=O)Nc2ccc(CN3CCN(C)CC3)c(C(F)(F)F)c2)ccc1C	85	83	56	64	60	52	95	77
O=C(O)CCCSc1nc(-c2ccccc2)cc(-c2ccc(Cl)cc2)n1	95	98	94	94	75	97	106	104
COc1cc(/C=C\c2cc(/C=C\c3ccc(O)c(OC)c3)n(C(=O)COc3ccc(Cl)cc3Cl)n2)ccc1O	8.1*	20	16	15	8.7*	14	21	23
O=C(O)c1cccc(C(=O)O)[n+]1[O-]	99	103	99	98	105	109	106	105
O=C(CN1CCN(c2cc3c(cc2F)c(=O)c(C(=O)O)cn3C2CC2)CC1)N/N=C/c1cccnc1	100	100	100	94	85	90	86	100
CC(=O)CC(=O)NC(C)CCC(C)C (stereo not given)	102	113	97	91	100	105	119	91
C#CCn1cnc2cnc(Nc3cccc(NC(=O)C=C)c3)nc21	91[6.25 µM]	85[6.25 µM]	76[6.25 µM]	83[6.25 µM]	37[6.25 µM]	57[6.25 µM]	80[6.25 µM]	72[6.25 µM]
Cc1nn(-c2ccccc2)c(Cl)c1/C=C1\N=C(c2ccccc2)NNC1=O	101	113	98	101	95	91	92	96
Cc1[nH]n(C(N)=S)c(=O)c1N=Nc1ccc(S(=O)(=O)N=C(N)N)cc1	97&99	106&107	110&99	132&97	83&92	219&96	125&90	104&119
COC1=CC(=O)C(OC)=C(O)C1=O	98	107	101	94	93	96	105	102
CC1COC(c2ccc(N(C)C)cc2)O1 (stereo not given)	96	107	101	93	80	104	135	84
Nc1ccc(Cl)cc1[N+](=O)[O-]	98	97	103	109	76	107	103	116
CC1=C(C(=O)OCc2ccccc2)C(c2ccc(N(C)C)cc2)n2c(nc3ccccc32)N1 (stereo not given)	98	82	90	56	61	91	99	57
COc1ccc(/C=C2\CCCCC3=C2N=C2SC(C)=CN2C3c2ccc(OC)c(OC)c2)cc1OC (stereo not given)	100	98	103	91	81	99	x	79
O=C(CNc1nnc(-c2ccc(Cl)cc2)o1)Nc1ccc(-c2nc3ccccc3s2)cc1	95	77	82	100	73	101	92	102
COc1ccc(-c2nnc(CNc3ccccn3)o2)cc1	96	100	97	92	80	109	119	100
O=C(O)CC(Br)Br	100	101	98	x	101	96	97	x
O=C(N/N=C/c1ccc(F)cc1)c1cnc2n(c1=O)CCCCC2	99	95	96	93	83	98	106	97
COc1ccc(-c2cc(C(=O)N=Nc3c(O)[nH]c4ccc(Cl)cc34)no2)cc1	107	99	106	88	81	106	117	107
CN1C[C@@H](c2ccc(Cl)cc2)[C@]2(NC(=S)N(c3ccc(F)cc3)C2=O)[C@@]12C(=O)Nc1ccc(Br)cc12	44	53	68	x	41	69	83	70
COc1ccc(C2CCc3cc(OC)c(OC)cc3C2NC=O)cc1OC (stereo not given)	98	108	97	95	86	103	110	102
CNC(=O)C1(c2ccccc2)CCCCC1	101	112	107	96	99	105	121	112
CCCN1C2CCC1/C(=C\c1ccccc1)C(=O)/C2=C/c1ccccc1	79	79	62	83	61	90	90	89
NC(=O)c1cc(Br)cc(Br)c1NS(=O)(=O)c1ccccc1	96	108	108	90	75	108	130	98
O=C(Nc1cccc(F)c1)Nc1cccc(Cn2c(=O)[nH]c3ccc(Oc4ncccn4)cc3c2=O)c1	80	79	82	104	81	65	72	86
O=C(Nc1ccc(Br)cc1)Nc1cccc(Br)c1	32	69	28	50	35	69	29	28
OCCN1CCN(CC2NCCCC2O)CC1 (stereo not given)	115	106	109	96	96	96	107	115
O=c1oc(-c2ccc(Cl)cc2)nc2cc(Cl)ccc12	87	87	92	86	76	100	115	106
Cc1ccc(NC(=O)Oc2ccc(C#N)cc2)cc1Cl	101	110	x	104	105	100	114	114
O=S(=O)(Nc1ccc(Cl)cc1NS(=O)(=O)c1ccccc1)c1ccccc1	96	97	101	94	75	101	98	106
CN1CCN(c2nc(-n3cc(-c4ccccc4)nn3)nc3ccccc23)CC1	91	78	83	x	55	69	70	96
O=Cc1ccc(/C=C/C(=O)O)cc1	99	112	101	93	94	101	109	100
O=C(c1ccc(Nc2nccc(NCCCCNc3ccnc4cc(Cl)ccc34)n2)cc1)N1CCCCC1	67	34	-32*	86	74	0.8*	91	1.2*
CC(C)CC(C(=O)O)N1C(=O)CSC1=S (stereo not given)	98	97	98	92	92	103	94	100
N#Cc1cn(-c2ccc(Cl)cc2Cl)c(C(=O)c2ccccc2)c1N	98	101	100	94	88	99	88	105
c1ccc(-c2ccncn2)cc1	105	108	101	107	90	103	109	95
COc1ccc(C(=O)C[n+]2cccc3c4ccccc4ccc32)cc1	17	38	28	79	56	67	74	30
Cc1cc(Cl)cc2sc(=S)[nH]c12	86	111	101	88	74	120	113	100
NCCc1c[nH]c(=S)[nH]1	93	109	101	90	77	98	99	94
C/C(=N\Nc1c2ccccc2nc2ccccc12)c1ccc(O)cc1	83	86	95	82	56	98	108	89
CC(=O)Oc1cc(C(=O)O)cc(OC(C)=O)c1OC(C)=O	100&94	102&107	105&93	96&100	98&97	102&111	102&115	102&107
COc1ccc(OC)c(Nc2n[nH]c(-c3cccs3)c2C#N)c1	90	91	93	84	60	99	125	98
COc1cc(NC(=O)c2cccc(-n3cc(-c4ccc(NC(C)=O)nc4)nn3)c2)cc(OC)c1OC	113	126	110	84	122	117	138	60
O=C(C[n+]1ccncc1)c1ccc(I)cc1	99	104	93	97	83	112	102	104
C/C=C(\C)C(C(=O)NC1CCCCC1)N(C(=O)C1CCc2cc(F)ccc2O1)c1cccc([N+](=O)[O-])c1 (stereo not given)	96	89	92	x	71	95	90	83
O=c1c(-c2nc(=S)[nH][nH]2)cnc2nc[nH]n12	103	95	107	95	85	105	91	100
O=C(O)/C=C\C(=O)NNc1ccccc1	95	86	84	58	69	102	99	95
Brc1ccc2[nH]cc(-c3nn4cc(-c5ccccc5)nc4s3)c2c1	81	72	85	51	47	103	60	71
O=C(Nc1ccc(-n2ccc3c(NC(=O)c4ccccc4)nccc32)cc1)c1cccc(C(F)(F)F)c1	40	27	18	19	24	18	x	11
CCCCCCCCCCCCCCCCCCOc1ccc(CC(=O)OCCC[N+](C)(C)C)cc1	76	90	58	86	90	81	76	73
CCCCN(C#N)CCCC	109	108	107	97	86	108	70	105
O=C(O)c1cc(=O)cc(C(=O)O)[nH]1	106	110	110	99	71	110	106	103
CCOC(=O)c1sc(NCC(=O)Nc2ccc(Cl)cc2)c(C(=O)OCC)c1C	91	95	89	94	94	101	84	104
O=C1Nc2ccccc2/C1=C/c1cn(Cc2c3ccccc3cc3ccccc23)c2ccccc12	106	95	104	94	71	109	105	113

Single records, from the list above. Values in the order: SN12C | SF-268 | U251 | CAKI-1 | UO-31 | 786-0 | TK-10 | SF-295
O=C1Nc2ccccc2/C1=C/c1cn(Cc2c3ccccc3cc3ccccc23)c2ccccc12 is listed as 106 | 95 | 104 | 94 | 71 | 109 | 105 | 113
CCCCCCCCCCCCCCCCCCOc1ccc(CC(=O)OCCC[N+](C)(C)C)cc1 is listed as 76 | 90 | 58 | 86 | 90 | 81 | 76 | 73
O=C(O)c1cc(=O)cc(C(=O)O)[nH]1 is listed as 106 | 110 | 110 | 99 | 71 | 110 | 106 | 103

Laid out differently: results already given
O=C(O)c1cc(=O)cc(C(=O)O)[nH]1
  SN12C: 106; SF-268: 110; U251: 110; CAKI-1: 99; UO-31: 71; 786-0: 110; TK-10: 106; SF-295: 103
CCOC(=O)c1sc(NCC(=O)Nc2ccc(Cl)cc2)c(C(=O)OCC)c1C
  SN12C: 91; SF-268: 95; U251: 89; CAKI-1: 94; UO-31: 94; 786-0: 101; TK-10: 84; SF-295: 104

The listing continues.
Molecule	SN12C	SF-268	U251	CAKI-1	UO-31	786-0	TK-10	SF-295
O=C(Nc1ncc(Cc2cccc3ccccc23)s1)c1cc(Br)cs1	79	72	79	34	55	87	65	56
N#CCC(=O)c1ccccc1C(=O)O	100	103	102	107	99	x	107	x
O=C(Oc1ccc(=O)[nH]n1)c1ccccc1	104	99	94	91	93	120	80	86
O=C(Nc1ncc(Cc2ccc(Cl)cc2)s1)C1COc2ccccc2O1 (stereo not given)	98	98	87	82	87	91	87	93
COc1cc(C2CC(c3ccc(Nc4nc(NCCO)nc(Nc5ccc(Cl)cc5)n4)cc3)=NN2c2cc(Cl)cc(Cl)c2)cc(OC)c1OC (stereo not given)	68	54	55	70	51	54	96	90
CN1C(=O)NC2NC(=[N+]3CCOCC3)NC21 (stereo not given)	94	99	104	90	93	102	99	101
C=CCSc1ncnc2nc[nH]c12	100	114	107	100	98	109	119	100
Cn1cc(-c2csc(-c3c[nH]c4ccc(F)cc34)n2)c2ccnc(Cl)c21	74	92	50	70	53	58	70	85
COc1ccc2c(c1)N(CCO)C1=C(C(=O)CC(C)(C)C1)C2c1ccccc1 (stereo not given)	101	97	106	88	89	92	88	101
COc1ccc(OC)c(-c2c(C#N)c(-c3ccc(Cl)cc3)nc3c2c(-c2ccccc2)nn3-c2ccccc2)c1	95	96	99	68	81	98	103	109
Cn1c(=O)[nH]c2nc(SC/C(=N/O)c3ccccc3)[nH]c2c1=O	107	101	104	92	81	104	123	99
CC1(C)C2CCC1(C)C(SC(=N)N)C2 (stereo not given)	107	90	98	89	65	127	105	100
CC1=C(c2cc(-c3ccccc3O)[nH]c(=S)n2)C(c2ccccc2)NC(=S)N1 (stereo not given)	103	95	100	85	67	98	144	103
CCc1ccc(C2C3=C(NC(C)(C)NC3Nc3cccnc3)OC2C(=O)c2ccc(N=[N+]=[N-])cc2)cc1 (stereo not given)	103	100	105	99	77	106	104	106
C=CC(=O)c1c(C)cc(C)cc1C	98	105	96	95	87	91	98	100
O=C(CCc1nnc(Cn2ccnc2)o1)c1nc2ncccc2[nH]1	93	100	93	92	77	101	102	100
CCCCCCCCCCCCCCNCc1ccccc1	79	95	58	82	62	68	103	98
CCCC/C(=C\c1ccc(O)c(O)c1)C(=O)NC(Cc1ccccc1)C(=O)C(=O)NCc1ccccc1 (stereo not given)	88	86	86	77	62	100	104	97
